Screening data (PubChem BioAssay)
TEAD-YAP block – TEAD-YAP interaction inhibition; HEK-TIYL cells, TEAD-Gal4/YAP UAS-luciferase luminescence; inhibition, % at 9.12 µM; actives 1.4% (n = 640,000); AID 1259422; in the data active = inhibition above about 32%;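 also: 0% = median of test compound wells and 100% = reference inhibitor wells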
GPR151 activ – activators of human GPR151; Q8TDV0; PathHunter beta-arrestin GPR151 cells, luminescence; activation, % at 11.2 µM; actives 1% (n = 650,000); AID 1508602; in the data active = activation above about 4.9%;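 also: 0% = median of compound wells and 100% = cells with positive control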
Target sequence (Q8TDV0 whole entry, looked up): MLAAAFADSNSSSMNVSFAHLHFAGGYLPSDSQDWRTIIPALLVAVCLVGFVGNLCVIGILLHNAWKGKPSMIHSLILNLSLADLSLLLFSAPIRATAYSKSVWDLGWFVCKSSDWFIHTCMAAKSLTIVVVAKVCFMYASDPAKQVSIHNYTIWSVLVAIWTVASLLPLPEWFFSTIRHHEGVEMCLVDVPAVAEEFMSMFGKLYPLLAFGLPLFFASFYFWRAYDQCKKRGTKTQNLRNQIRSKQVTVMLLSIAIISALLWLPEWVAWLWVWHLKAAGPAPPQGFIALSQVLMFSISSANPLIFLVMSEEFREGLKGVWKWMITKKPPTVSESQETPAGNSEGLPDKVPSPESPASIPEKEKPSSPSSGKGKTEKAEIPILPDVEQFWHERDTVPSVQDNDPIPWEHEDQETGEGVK
MITF primary – blocks human microphthalmia-associated transcription factor | O75030 | AlphaScreen MITF homodimerization, bead proximity signal | inhibition, % at 2.6 µM | actives 0.91% (n = 650,000); in the data active = inhibition above about 50%;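 also: 0% = vehicle wells with protein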
Target sequence (O75030 whole entry, looked up): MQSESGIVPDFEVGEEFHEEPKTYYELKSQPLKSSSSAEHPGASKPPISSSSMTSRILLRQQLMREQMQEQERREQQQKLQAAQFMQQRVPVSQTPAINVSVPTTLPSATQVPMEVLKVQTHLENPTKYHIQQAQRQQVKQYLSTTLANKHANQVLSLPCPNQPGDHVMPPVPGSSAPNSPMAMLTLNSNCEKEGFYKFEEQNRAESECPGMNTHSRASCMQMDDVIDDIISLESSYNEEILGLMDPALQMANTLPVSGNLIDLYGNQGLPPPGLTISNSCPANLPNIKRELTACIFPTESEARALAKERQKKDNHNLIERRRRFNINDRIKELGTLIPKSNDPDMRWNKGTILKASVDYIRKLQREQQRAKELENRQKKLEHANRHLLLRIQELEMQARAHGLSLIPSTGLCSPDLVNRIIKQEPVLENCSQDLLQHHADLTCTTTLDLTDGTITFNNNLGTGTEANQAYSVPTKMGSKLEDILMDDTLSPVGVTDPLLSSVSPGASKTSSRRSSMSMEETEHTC
FBW7 activator – activators of human E3 ligase FBW7; Q969H0; AlphaScreen FBW7–phospho-cyclin E peptide binding, activator screen; normalized activity (activation), % at 26.1 µM; actives 0.13% (n = 650,000); AID 1259310; in the data active = normalized activity above about 1.9%;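 also: purified mutant Fbw7 with reduced substrate affinity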
Numbers without * were called inactive; & = joins results of further samples. An unsorted share of the library. Share with any hit: about 3.4%.

SMILES	TEAD-YAP block	GPR151 activ	MITF primary	FBW7 activator
CC(=O)Nc1ccc(Nc2nc(-c3ccccc3)nc3c2ncn3CCN2CCCC2=O)cc1	11.0	-2.3	9.8	0.1
O=C(CSc1nc(-c2ccc(F)cc2)cs1)NNC(=O)c1ccc(F)cc1	6.8	-8.1	6.5	0.0
COc1ccc(NC(=O)c2cc(-c3ccc(F)cc3)nc3ccccc23)cc1OC	-9.1	0.1	4.8	0.1
O=C(NCc1cccc(C(F)(F)F)c1)c1ccc2nc(N3CCN(Cc4ccc5c(c4)OCO5)CC3)sc2c1	4.4	-2.1	4.6	0.0
COc1ccccc1C(=O)Oc1ccc(NC2=NS(=O)(=O)c3ccccc32)cc1	13.4	0.6	8.4	0.7
COc1ccc(N2CCN(c3nsc4ccccc34)CC2)cc1	11.3	0.5	0.0	-0.2
COc1ccc(CCNC(=O)CN2C(=O)CC(c3ccco3)Sc3ccccc32)cc1OC (centres undefined)	-1.6	0.0	8.9	0.1
O=C(CCNc1ccc(C(=O)NC2CCCCC2)cc1)c1ccccc1	4.1	-0.8	-0.3	0.0
CCCOC(=O)CSc1nnc(-c2ccccc2Cl)o1	-7.4	2.6	-0.5	-0.1
Cc1ccccc1C(=O)Nn1c(-c2cccc(Cl)c2)nc2ccccc2c1=O	-5.1	-1.5	20.5	0.8
COc1ccc(NC(=S)NC(=O)c2ccc(OC)c(OC)c2)cc1	15.6	-0.1	11.0	0.1
O=C(Oc1cccnc1)c1ccc(Cl)c(Cl)c1	-1.6	0.4	-2.5	-0.1
CCCS(=O)(=O)N1CCN(C(=O)c2cccc([N+](=O)[O-])c2)CC1	5.0	-0.4	14.4	0.2
O=C1CCCN1CCn1cnc2c(NCCOc3ccccc3)nc(N3CCCC3CO)nc21 (centres undefined)	-6.8	-1.1	14.4	1.1
COc1ccc(N2CCN(Cc3nc4c(c(=O)n(C)c(=O)n4C)n3CC(C)C)CC2)cc1	0.3	-1.2	11.4	0.1
O=C(CCCC(=O)NC1CCCCC1)N/N=C/c1c(O)ccc2ccccc12	17.7	0.4	-10.5	0.0
CC1CCN(C(=O)/C=C/c2cccc3ccccc23)CC1	-46.9	0.7	5.0	0.0
CCNC(=O)c1cc(-c2ccccc2)nc2ccccc12	2.4	0.4	1.3	0.9
COC(=O)c1ccc(NC(=O)CCc2nc3cccnc3n2Cc2ccc(OC)cc2)cc1	1.1	1.1	5.4	0.2
COc1ccc(-n2nc(C(=O)N3CCC(Cc4ccccc4)CC3)c3ccccc3c2=O)c(OC)c1	8.2	-1.8	5.0	0.4
O=C(COC(=O)c1cc(=O)c2ccccc2o1)NC1CCCCC1	4.1	0.2	8.0	-0.1
CC(=O)c1cccc(NC(=O)CSc2nc(C)cc(=O)[nH]2)c1	3.1	-0.2	2.8	0.6
CCN(CC)CCCNC(=O)c1nc(-c2cccnc2)no1	-2.9	-0.1	6.2	0.1
CCCN(CCC)c1ncnc2c1c(-c1ccccc1)cn2-c1ccc(C)c(Cl)c1	-5.1	-0.1	17.1	0.1
COc1ccc(N2CCN(C(=S)Nc3ccc(S(N)(=O)=O)cc3)CC2)cc1	6.8	1.9	1.6	-0.1
COc1cccc(C2N(c3cc(Cl)ccc3OC)C(=O)C3CCCN32)c1 (centres undefined)	3.6	0.3	-0.5	-0.1
CCN(CC)CCCn1c(-c2ccc(OC)cc2)cn2c3ccccc3nc12	-8.4	-0.7	-7.6	1.0
O=C(NC1CCCCC1)N1CCN2C(=O)[C@@H]3C[C@@H](O)CN3C(=O)[C@H]2C1	5.3	-0.2	80.5*	-0.2
Oc1[nH]c2ccccc2c1C=NCc1ccc2c(c1)OCO2	-2.3&-13.2	0.5&1.1	16.7&3.7	0.1&-0.2
O=C(COC(=O)C1C2CCC(C2)C1C(=O)c1ccccc1)c1ccc(Cl)cc1 (centres undefined)	-8.7	-1.6	-12.3	-0.1
COCCNS(=O)(=O)c1ccc2c(c1)OCCN2C(C)=O	-3.5	-0.2	9.0	-0.1
CCOCCCNC(=O)CSCc1ccc(Br)cc1	11.5	-0.7	6.6	0.1
Cc1cc(NCc2ccccc2)nc(N2CCCC2CO)n1 (centres undefined)	6.2	0.6	10.1	-0.1
COc1cc(Cl)c(S(=O)(=O)N2CC(C)CC(C)C2)cc1Cl (centres undefined)	3.0	2.4	-9.9	-0.1
O=C(CN1C(=O)CSC1=O)c1ccc(Cl)cc1	0.3	0.7	-6.3	-0.1
COc1ccc(C2Nc3ccccc3C(=O)N2c2ccc(C)cc2)cc1CSc1ccccn1 (centres undefined)	-64.1	0.2	3.0	-0.1
CCC(=O)Nc1ccc(S(=O)(=O)N2CCN(c3ccccc3)CC2)cc1	1.3	-1.1	-10.0	0.2
COc1cccc(/C=N/N2C(=O)C3C4C=CC(CC4)C3C2=O)c1OC (centres undefined)	-0.1	-1.5	-1.2	-0.1
COc1ccc(CC(=O)Nc2sc3c(c2C(=O)Nc2cccc(Cl)c2)CCCCC3)cc1	-5.8	0.9	-13.3	0.2
CC1Cc2cc(/C=C3\C(=O)N(c4ccc(S(N)(=O)=O)cc4)N=C3C(F)(F)F)ccc2O1 (centres undefined)	7.2	-0.1	5.3	-0.1
COc1cc(OC)cc(-n2nc(C(=O)Nc3c(F)cc(F)cc3Br)c3ccccc3c2=O)c1	1.3	0.5	16.1	1.1
COc1ccc(C2CC(c3ccc(OC)cc3OC)n3nnnc3N2)cc1 (centres undefined)	-9.3	0.1	1.4	0.0
O=C(c1ccc2cncc(-c3cc4ccccc4o3)c2n1)N1CCOCC1	22.8	1.2	18.1	-0.7
O=C(CNCc1ccccc1)Nc1ccc(Cl)c(Cl)c1	-23.9	1.0	1.2	-0.1
CCOC(=O)c1ccc(NC(=O)c2sc(NC(=O)Cc3cccs3)c(C(=O)OCC)c2C)cc1	2.8	0.3	-9.3	0.6
N=C1C(c2nc3ccccc3[nH]2)=C(O)CN1C1CCCCCCC1	-26.9	0.3	12.6	0.2
COc1c(Cl)cc(C)cc1NC(=O)c1sc2ncn(CC(=O)N3CCCCC3C)c(=O)c2c1C (centres undefined)	-2.1	2.0	7.3	0.0
COc1cccc(OCCOc2ccc(/C=C3/C(=N)N4N=C(Cc5ccccc5)SC4=NC3=O)cc2)c1	-3.4	-0.9	0.1	-0.2
O=C(c1nc2ccc(Cl)cn2c1CNCCCN1CCCC1)N1CCCCCCC1	-1.8	-0.1	-5.9	0.0
Cc1cc2c(Nc3ccc(Br)cc3C)ncnc2s1	-3.8	0.7	4.7	-0.1
(list continues)
SMILES	TEAD-YAP block	GPR151 activ	MITF primary	FBW7 activator
CC(=O)Nc1nc2nc(C)c(Cc3ccccc3)c(=O)n2[nH]1	6.5	0.6	-10.5	0.0
COc1ccc(-c2nc3ccc(C(=O)N4CCN(c5cccc(C(F)(F)F)c5)CC4)cc3nc2-c2ccc(OC)c(OC)c2)cc1OC	8.0	0.4	-4.0	0.1
O=C(/C=C/c1ccc(Cl)cc1)Nc1ccc2[nH]c(=O)[nH]c2c1	3.4	0.4	-1.9	-0.1
O=C1OC(/C=C/c2ccc(Cl)cc2Cl)=NC/1=C\c1cccs1	1.4	0.4	2.7	-0.1
Cc1sc(NC(=O)c2cc3ccccc3oc2=O)nc1-c1ccccc1	-2.6	1.7	-4.9	0.1
CC1(C)Cc2cccc(OCC(=O)NNC(=O)c3ccc(Br)s3)c2O1	2.8	0.7	-0.8	0.0
C=CCNC(=O)C1CC(=O)N(c2ccc(OCC(=O)Nc3ccccc3CC)cc2)C1 (centres undefined)	3.9	2.5	10.3	0.4
OCC1CCCN1c1nc(NCc2nc3ccccc3[nH]2)c2[nH]cnc2n1 (centres undefined)	-3.7	-1.2	4.3	-0.1
CC(C)CCNC(=O)CN(C(=O)CCC(=O)Nc1nccs1)C1CCCCC1	1.7	0.2	9.8	0.3
COc1ccc(NC(=O)c2oc3ccccc3c2NC(=O)c2ccco2)c(OC)c1	-0.5	0.4	5.2	-0.2
NC(=O)CN(c1ccc(Cl)c(Cl)c1)S(=O)(=O)c1ccccc1	7.1	0.9	14.8	0.1
O=C(CCCCCn1c(=S)[nH]c2ccc(Br)cc2c1=O)NCc1ccccc1Cl	-6.8	-0.7	12.0	0.4
O=C(Nc1ccc(Oc2ccc3ccccc3c2Cl)c(Cl)c1)c1cccs1	17.0	-0.1	8.6	0.3
Cc1cc(C(=O)Nc2ccc3c(c2)OCO3)cs1	-13.6	-3.8	20.7	-0.2
CSCCC(NC(=O)c1ccccc1)C(=O)NC1CCCC1 (centres undefined)	5.6	1.8	3.5	0.0
COc1ccc(NC(=O)CSc2nc(N)cc(N)n2)cc1S(N)(=O)=O	-0.3	-1.5	14.2	0.6
O=C(Nc1nncs1)c1ccc([N+](=O)[O-])cc1Cl	-1.2	-1.1	10.1	-0.1
O=C(Nc1ccc2oc(-c3cccc(Cl)c3)nc2c1)c1ccc(F)cc1	0.1	0.9	1.8	0.0
CCC(C)NC(=O)c1cn(CC)c2ccc(S(=O)(=O)N(C)C3CCCCC3)cc2c1=O (centres undefined)	-1.9	2.2	15.1	0.0
COc1cccc(NC(=O)c2sc3nc4cc5c(cc4cc3c2N)OCCO5)c1	-47.2	1.3	11.3	0.2
Cn1cc(/C=C2\C(=O)NC(=O)N(c3ccc(F)cc3)C2=O)c2ccccc21	0.6	-1.1	2.6	0.0
O=C(NCc1ccco1)C(=S)NCc1ccccc1	-14.2	0.9	20.7	-0.1
O=C(Nc1ccccc1Cl)c1ccccc1	-1.6	1.3	3.0	0.0
ON(/C=C1\C=Nc2ccccc21)c1ccccc1	0.0	-1.4	-2.5	-0.1
Cc1ccc(C(C)(C)C)cc1SCC(=O)Nc1cc(C(N)=O)cc(C(N)=O)c1	0.4	2.1	15.0	0.7
COCCn1c(C)cc(C(=O)CN2C(=O)NC(C)(c3ccc4c(c3)OCCO4)C2=O)c1C (centres undefined)	-0.6	0.7	-3.0	0.1
CCOCCOC(=O)C1=C(C)NC2=C(C(=O)CC(c3ccc(OC)cc3)C2)C1c1cccnc1 (centres undefined)	7.6	-0.4	-0.5	0.3
C=CCOc1ccc(C2c3c(oc4ccc(C)cc4c3=O)C(=O)N2CCN2CCOCC2)cc1 (centres undefined)	-18.4	0.1	13.3	0.0
Cc1c(CN2CCOc3ccc(C(O)C4CCCCC4)cc3C2)cnn1C (centres undefined)	-3.8	0.4	17.1	0.2
CCC(=O)N1CCN(c2ccccc2NC(=O)c2cccnc2)CC1	7.3	-0.9	10.2	0.3
CN(C)C(CNC(=O)Cc1ccc(Cl)cc1)c1ccccc1 (centres undefined)	7.3	0.5	6.6	0.1
Cc1cc2nn(-c3ccccc3)nc2cc1NC(=O)c1ccc2c(c1)OCCO2	-7.2	1.2	6.7	-0.1
COc1ccc(C(O)C(=O)N2CCN(c3ccc4[nH]ncc4c3)CC2)cc1 (centres undefined)	1.6	1.2	17.7	-0.2
O=C(N/N=C/c1cc(Br)cc([N+](=O)[O-])c1O)c1ccc(Cl)cc1	-7.4	2.4	16.2	-0.5
O=C1CN(C(=O)c2cccc(F)c2)C(c2ccc(F)cc2)c2cc(F)ccc2N1 (centres undefined)	1.9	-0.2	21.5	0.0
CCCOc1ccc(Cc2c(C)[nH]c(=O)[nH]c2=O)cc1	5.2	4.8	0.9	0.0
O=C(CN1C(=O)c2ccccc2C1=O)Nc1ccc2c(c1)OCCO2	-5.0	1.4	-3.3	-0.1
c1ccc(CC2CCN(c3ncnc4c3cnn4-c3ccccc3)CC2)cc1	-1.7	0.4	-5.6	-0.1
CC1CCc2c(sc(NC(=O)c3cc(-c4cccs4)on3)c2C(N)=O)C1 (centres undefined)	3.0	2.0	-0.8	-0.1
CCC1C(=O)N(c2ccc(C)cc2)C(=O)C2C(=O)Oc3ccccc3C12 (centres undefined)	-1.3	-0.4	4.7	0.0

Next section; it opens with the two that closed the last part.
SMILES	TEAD-YAP block	GPR151 activ	MITF primary	FBW7 activator
CC1CCc2c(sc(NC(=O)c3cc(-c4cccs4)on3)c2C(N)=O)C1 (centres undefined)	3.0	2.0	-0.8	-0.1
CCC1C(=O)N(c2ccc(C)cc2)C(=O)C2C(=O)Oc3ccccc3C12 (centres undefined)	-1.3	-0.4	4.7	0.0
O=C(/C=C/c1ccc(Br)cc1)Nc1ccc([N+](=O)[O-])cc1	8.8	-0.8	16.0	0.1
COC(=O)Cc1csc(Nc2ccccc2SC)n1	-19.5	-1.4	1.7	-0.1
c1ccc(Oc2cc(NC3CC3)ncn2)cc1	-2.4	-0.3	3.5	-0.1
COCCN1Cc2cccc(C(=O)N3CCN(c4ccccc4)CC3)c2C1=O	2.1	-0.9	-20.9	0.1
COc1ccc(Cl)cc1C(=O)NCC(=O)Nc1ccc(F)c(F)c1F	2.7	0.4	-5.6	0.1
COc1ccccc1OCCN(C#N)c1nc(N(C)C)nc(N(C)C)n1	1.0	-0.1	-3.1	0.3
COc1ccc(Cl)cc1C(=O)Nn1cnc2ccccc2c1=O	-15.1	-0.8	0.5	0.0
CCCn1c2ccccc2c2nnc(SCC(=O)OC)nc21	-8.1	-0.2	-5.5	-0.1

One compound at a time (already shown):
COCCN1Cc2cccc(C(=O)N3CCN(c4ccccc4)CC3)c2C1=O in the list: TEAD-YAP block = 2.1; GPR151 activ = -0.9; MITF primary = -20.9; FBW7 activator = 0.1
COc1ccc(Cl)cc1C(=O)Nn1cnc2ccccc2c1=O in the list: TEAD-YAP block = -15.1; GPR151 activ = -0.8; MITF primary = 0.5; FBW7 activator = 0.0
COc1ccc(Cl)cc1C(=O)NCC(=O)Nc1ccc(F)c(F)c1F in the list: TEAD-YAP block = 2.7; GPR151 activ = 0.4; MITF primary = -5.6; FBW7 activator = 0.1
